Compound activity: PubChem, NCI
yeast bub3 = NCI yeast anticancer drug screen, S. cerevisiae bub3 mutant strain; % growth inhibition at 50 µM; 78,000 compounds, 9.9% hits;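 note: 0% = growth of vehicle-only cultures of the same strain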
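Part of a panel of yeast mutants defective in DNA damage repair or cell cycle regulation. Each strain is grown with compound, and inhibition is calculated relative to solvent-treated cultures.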
rad50 = NCI yeast anticancer drug screen, S. cerevisiae rad50 strain | 79,000 compounds, 10% hits | AID 155 | growth inhibition, % at 50 µM;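 note: 0% = growth of vehicle-only cultures of the same strain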
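Compounds were tested on a yeast strain with an engineered DNA damage repair alteration; the reported value is growth inhibition normalised to vehicle treatment.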
yeast sgs1 mgt1 = NCI yeast anticancer drug screen, S. cerevisiae sgs1 mgt1 strain; % growth inhibition at 50 µM; 78,000 compounds, 10% hits; AID 161;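 note: 0% = growth of vehicle-only cultures of the same strain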
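Compounds are added to genetically altered yeast, and growth is compared with cultures given vehicle alone to give percent inhibition.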
yeast mec2-1 = NCI yeast anticancer drug screen, S. cerevisiae mec2-1 strain | 79,000 compounds, 9% hits | AID 157 | % growth inhibition at 50 µM;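 note: 0% = growth of vehicle-only cultures of the same strain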
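Cells of the genetically defined mec2-1 yeast strain are incubated with test compound. Inhibition of growth is calculated against vehicle-treated controls.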
yeast cln2 rad14 = NCI yeast anticancer drug screen, S. cerevisiae cln2 rad14 strain. % growth inhibition at 50 µM. 78,000 compounds, 8.3% hits;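 note: 0% = growth of vehicle-only cultures of the same strain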
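Test compounds were added to cln2 rad14 yeast cultures; inhibition of growth was then determined by comparison with vehicle treatment.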
yeast mlh1 rad18 = NCI yeast anticancer drug screen, S. cerevisiae mlh1 rad18 strain; growth inhibition, % at 50 µM; 79,000 compounds, 11% hits;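 note: 0% = growth of vehicle-only cultures of the same strain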
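Growth inhibition of the yeast strain was measured after compound exposure and expressed relative to vehicle-treated controls. The strain carries defined defects in DNA damage repair.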
* = called active by the depositor; x = not tested or not shown; & = joins results of further samples; ! = not confirmed by another sample. Cut-off read from the data, not from the text of the source: active = growth inhibition above about 70%; inactive = the rest.

1: NC1(c2ccccc2)CON=C(c2ccccc2)C1 (centres undefined)
2: O=C(Nc1nc(C23CC4CC(CC(C4)C2)C3)cs1)c1cc2cc(Br)cc(Br)c2oc1=O
3: O=C(Nc1ccn(C2CCC(CO)O2)c(=O)n1)c1ccccc1 (centres undefined)
4: C[n+]1ccccc1/C=C/c1cccc([N+](=O)[O-])c1
5: COc1ccc(C(=O)c2ccccc2OC)cc1
6: Cc1ccc(Cl)c2c1C(=O)c1ccccc1C2=O
7: O=C(Nc1cccc([N+](=O)[O-])c1)Nc1ccc(F)c([N+](=O)[O-])c1
8: C=CCSCc1ccccc1
screen / no.,1,2,3,4,5,6,7,8
yeast mec2-1,6,-14,-3,-3,-12,8,30,3
yeast mlh1 rad18,17,-8,-8,2,1,24,-4,20
yeast bub3,1,-13,4,8,30,6,25,-2
yeast sgs1 mgt1,-6,23,-17,-1,4,3,10,-14
yeast cln2 rad14,-16,20,-24,-29,-23,15,4,4
rad50,17,-9,36,-18,0,24,7,5

9: CCOCC/C(=N\Nc1ccc([N+](=O)[O-])cc1[N+](=O)[O-])c1ccccc1
10: Cc1ccccc1C(=O)c1ccccc1Cc1cccc2ccccc12
11: NS(=O)(=O)c1ccc(NC2=CC(=O)C(=O)c3ccccc32)cc1
12: COc1ccc(/C(C)=N/NC(=O)c2ccncc2)c(OC)c1
13: Cc1nc2c3c(ccc2[nH]c1=O)C(=O)c1ccccc1C3=O
14: COc1ccc(C(=O)c2cc3c(ccc4ccccc43)oc2=O)cc1
15: COC(=O)C1CCC(=O)N1C(c1ccc2c(c1)OCO2)c1cc(OC)c(OC)c(OC)c1 (centres undefined)
16: CCN(S(C)(=O)=O)S(C)(=O)=O
screen / no.,9,10,11,12,13,14,15,16
yeast mec2-1,6,-10,-6,-21,12,1,-1,-2
yeast mlh1 rad18,10,-23,-12,-33,38,-7,-17,-16
yeast bub3,30,9,-8,-43,14,24,-37,10
yeast sgs1 mgt1,11,-10,-21,-29,18,7,-25,-5
yeast cln2 rad14,20,1,2,-29,17,3,-15,-37
rad50,20,-2,-6,-8,19,-4,-28,-8

17: COC(=O)CC1CCS(=O)(=O)C1 (centres undefined)
18: CCCCNC(=O)/C(=C/c1ccc2c(c1)OCO2)NC(=O)c1ccccc1
19: C=C(CN(C)C)C(=O)c1ccccc1C
20: CC1=CC(=O)C=C(C)C1=O
21: Clc1c2ccccc2cc2cccnc12
22: NC1=C(O)C(=O)C(c2c[nH]c3ccc(OCc4ccccc4)cc23)O1 (centres undefined)
23: Clc1ccc(C(c2cccs2)N2CCNCC2)cc1 (centres undefined)
24: N#CC(C(=O)C(=O)NC1C2CC3CC(C2)CC1C3)c1c(Cl)cccc1Cl (centres undefined)
screen / no.,17,18,19,20,21,22,23,24
yeast mec2-1,6,-22,79*,4,55,-14,-3,20
yeast mlh1 rad18,0,5,97*,-1,67,-6,5,31
yeast bub3,-4,11,91*,1,76*,-26,x,0
yeast sgs1 mgt1,-6,-16,85*,-5,49,-6,x,21
yeast cln2 rad14,-37,-3,66,-16,36,1,x,29
rad50,-7,-23,88*,3,50,9,5,32

25: COC1OC2COC(c3ccccc3)OC2C(O)C1OS(=O)(=O)c1ccc(C)cc1 (centres undefined)
26: O=[N+]([O-])c1cc(NC(=S)SCc2ccccc2)ccc1Cl
27: CNc1ccccc1Sc1cnc(N)nc1C
28: O=C1OC(=O)c2ccc([N+](=O)[O-])c3c(C(=O)O)ccc1c23
29: CCN(CC)CCCCCCNc1cc(OC)cc2c(C)ccnc12
30: Nc1ncnc2c1ncn2C[c-]1[c-][c-][c-][c-]1.[Fe].[c-]1[c-][c-][cH-][c-]1
31: COC(=O)C1(Cc2ccc3c(c2)CCC3)Cc2cc3c(cc2C1)CCC3
32: CN1CCC(OC(=O)C(O)C2CCCCC2)CC1 (centres undefined)
screen / no.,25,26,27,28,29,30,31,32
yeast mec2-1,3&46,99*,15,-19,14,-24,16,23
yeast mlh1 rad18,1&63,99*,5,3,50,-9,-22,42
yeast bub3,-1&32,99*,-6,3,43,-16,0,20
yeast sgs1 mgt1,75*!,99*,10,-23,48,-12,-40,14
yeast cln2 rad14,-1&32,99*,7,-2,25,-41,16,31
rad50,4&46,99*,6,5,27,-5,-16,24

33: COc1cc(C(=O)C(CO)Oc2ccccc2OC)ccc1O (centres undefined)
34: COc1cc(OC)c(C#N)c(OC)c1C
35: NC(=O)OCCOc1ccc(Cl)cc1Cl
36: Cn1nnc(CC[N+]2(C)CCOCC2)n1
37: COc1ccc2[nH]c3cc4c(=O)c5cc(OC)ccc5[nH]c4cc3c(=O)c2c1
38: CC(=O)c1c(-c2cccc3ccccc23)c(C#N)c(=S)n(C2OC(CO)C(O)C(O)C2O)c1C (centres undefined)
39: CC1(O)CC2CC1C(C(=O)O)C2C(=O)O (centres undefined)
40: CCCCP(CCCC)(CCCC)=C(C(=O)OC)C(C(=O)OC)=C1SC(C(=O)OC)=C(C(=O)OC)S1
screen / no.,33,34,35,36,37,38,39,40
yeast mec2-1,-4,-6,14,3,-16,15&12,-28,10
yeast mlh1 rad18,-4,-3,50,4,-38,45&2,-15,5
yeast bub3,12,-1,19,6,-3,32&21,x,-8
yeast sgs1 mgt1,-7,5,31,-3,-6,32&2,x,-9
yeast cln2 rad14,-3,1,5,-24,5,28&12,x,13
rad50,-10,-3,39,-3,-32,16&-19,-1,-5

41: COc1ccc2nc3cc(Cl)ccc3c(SCC(=O)Nc3ccccc3-c3ccccc3NC(=O)CSc3c4ccc(Cl)cc4nc4ccc(OC)cc34)c2c1
42: CCCCCCCCCCCCCCCC(=O)OCC1OC(OC(=O)CCCCCCCCCCCCCCC)C(OC(=O)CCCCCCCCCCCCCCC)C(OC(=O)CCCCCCCCCCCCCCC)C1OC(=O)CCCCCCCCCCCCCCC (centres undefined)
43: CCC(=O)NCCc1ccccc1
44: CC1=C(C(=O)Nc2cccc(Cl)c2)C(c2ccccc2F)C(C(=O)Nc2cccc(Cl)c2)=C(C)N1
45: O=C1NC(N2CCCCC2)=N/C1=C\c1ccccc1
46: S=C(SCc1nc(-c2ccc(Cl)cc2)no1)N1CCSCC1
47: Cc1nnc(N/N=C(/C(=O)C(C#N)c2ccccc2)C(C#N)c2ccccc2)n1N (centres undefined)
48: CN(CN(C)/N=C/c1ccccc1Cl)/N=C\c1ccccc1Cl
screen / no.,41,42,43,44,45,46,47,48
yeast mec2-1,-3,-26,30,82*,-8,-25,-14,-12
yeast mlh1 rad18,8,-15,-10,88*,-16,-9,-10,-9
yeast bub3,2,-25,-6,87*,-10,-3,12,13
yeast sgs1 mgt1,-3,-20,14,86*,-6,18,-14,4
yeast cln2 rad14,23,-7,-13,85*,24,-3,-83,-51
rad50,0,-20,-16,71*,26,-2,-7,6

One compound at a time, from the list above. Order of values: yeast mec2-1, yeast mlh1 rad18, yeast bub3, yeast sgs1 mgt1, yeast cln2 rad14, rad50
Results for S=C(SCc1nc(-c2ccc(Cl)cc2)no1)N1CCSCC1 → -25, -9, -3, 18, -3, -2
Results for CC1=C(C(=O)Nc2cccc(Cl)c2)C(c2ccccc2F)C(C(=O)Nc2cccc(Cl)c2)=C(C)N1 → 82*, 88*, 87*, 86*, 85*, 71*

Going on with the list:
49: CC(C)(C)OC(=O)CC1(O)CCCCC1
50: CN(C)C=Nc1ccn(C2CC(F)C(CO)O2)c(=O)n1 (centres undefined)
51: CCc1ccccc1-n1[nH]c(C)c(C=N)c1=O
52: CCCCCCCCOC(=O)OCCOCCOC(=O)OC(C)C(=O)OCCCC (centres undefined)
53: NC(=O)Nc1ccc(Cc2ccc(NC(N)=O)cc2)cc1
54: O=C(O)c1[nH]ncc1-c1ccccc1
55: Clc1ccc(C=NC23CC4CC(CC(C4)C2)C3)c(Cl)c1
56: CN(C)c1ccc(N=C2C=CC(=O)C=C2)cc1
screen / no.,49,50,51,52,53,54,55,56
yeast mec2-1,-6,13,-18,12,-27,10,-34,12&45
yeast mlh1 rad18,8,13,-8,29,12,51,-7,25&44
yeast bub3,4,9,-17,8,13,1,-5,21&64
yeast sgs1 mgt1,-6,-22,-18,14,11,19,-34,14&38
yeast cln2 rad14,5,-8,-14,-1,11,9,-6,-8&-4
rad50,4,5,-8,26,-15,39,-17,18&45

Next section; the last 4 above are carried over.
53: NC(=O)Nc1ccc(Cc2ccc(NC(N)=O)cc2)cc1
54: O=C(O)c1[nH]ncc1-c1ccccc1
55: Clc1ccc(C=NC23CC4CC(CC(C4)C2)C3)c(Cl)c1
56: CN(C)c1ccc(N=C2C=CC(=O)C=C2)cc1
57: N#Cc1c(-c2ccccc2)cc(-c2ccccc2)n(C2OC(CO)C(O)C(O)C2O)c1=S (centres undefined)
58: COc1cccc(C(=O)O)c1OC
59: O=S(=O)(c1ccc(Br)cc1)N1CCN(S(=O)(=O)c2ccc(Br)cc2)CC1
60: O=C(CCC1CCCC1)Oc1ccccc1C(=O)O
61: CNC(=O)OCC1=CC(=O)C(OC)=C(OC)C1=O
62: FC(F)(F)c1ccc(Cl)c(N=C=S)c1
63: CCOc1ccc(OCC(=O)O)cc1
64: Nc1cc(CO)cc(Nc2c3ccccc3nc3ccccc23)c1
screen / no.,53,54,55,56,57,58,59,60,61,62,63,64
yeast mec2-1,-27,10,-34,12&45,-23&41,14,-24,-10,12,-9,-29,7
yeast mlh1 rad18,12,51,-7,25&44,1&60,0,-10,3,9,-5,-25,49
yeast bub3,13,1,-5,21&64,-49&54,-5,-23,10,-21,-22,-6,1
yeast sgs1 mgt1,11,19,-34,14&38,-26&4,7,-35,7,28,31,-11,-31
yeast cln2 rad14,11,9,-6,-8&-4,-39&-35,4,-43,-43,10,-108,-8,-7
rad50,-15,39,-17,18&45,93*!,11,-24,-2,4,-26,-27,27

65: C=CCNc1cc(OC)c(OC)c(OC)c1
66: C#CC(CC)(CC)N=Cc1cc(Cl)cc(Cl)c1O
67: Cc1ccc2nccc(/C=C/c3ccc(N(C)C)cc3)c2c1
68: CSc1cc2c(cc1[N+](=O)[O-])C(=O)c1ccccc1-2
69: CCCCCCCCCCCCOc1c(Cl)cc(Cl)c(Cl)c1Cc1c(O)c(Cl)cc(Cl)c1Cl
70: COC(=O)c1ccc(C)cc1C1CN=NC12Cc1cc(C)ccc1C2=O (centres undefined)
71: CCCCCCOC(=O)c1ccccn1
72: O=C1CCC(CC2CCCCC2)CC1
screen / no.,65,66,67,68,69,70,71,72
yeast mec2-1,-20,92*,1,6,99*,20,2,-4
yeast mlh1 rad18,1,90*,15,6,98*,65,-27,-12
yeast bub3,22,91*,7,4,96*,46,18,-18
yeast sgs1 mgt1,23,92*,7,1,98*,69,0,-3
yeast cln2 rad14,9,89*,-8,1,97*,37,-92,-59
rad50,24,89*,3,-2,97*,5,-6,-7

Next part, starting with the last 2 of the part before.
71: CCCCCCOC(=O)c1ccccn1
72: O=C1CCC(CC2CCCCC2)CC1
73: Cc1cc(Cc2ccc(NC(=O)N3CC3)c(C)c2)ccc1NC(=O)N1CC1
74: CCOc1ccc(NC(=O)c2c(N/N=C/c3ccc(OC)cc3)nc(=O)[nH]c2C)cc1
75: C1=CC([P+](Cc2ccccc2)(c2ccccc2)c2ccccc2)CC1 (centres undefined)
76: COc1cc(CC(=O)C(=O)O)cc(OC)c1OC
77: OC1c2cc(Cl)cc(Cl)c2OC2(N3CCCC3)CCCCC12 (centres undefined)
78: COc1ccc(/C=C2/C(=O)N(C(=O)c3ccccc3O)N=C2C)cc1
79: CCCCCCC(=O)NCc1ccc(O)c(OC)c1
80: CCCCN=C=C(c1ccccc1)c1ccccc1
81: O=C(NCCNC(=O)c1cccc([N+](=O)[O-])c1O)c1cccc([N+](=O)[O-])c1O
screen / no.,71,72,73,74,75,76,77,78,79,80,81
yeast mec2-1,2,-4,-8,-32,66,-3,46,-38,-31,12,7
yeast mlh1 rad18,-27,-12,-19,-29,53,-21,74*,-43,8,-15,12
yeast bub3,18,-18,11,-16,53,5,73*,-11,1,-8,-3
yeast sgs1 mgt1,0,-3,-7,-22,56,-6,82*,-10,-18,-1,-3
yeast cln2 rad14,-92,-59,0,-9,-2,-4,19,-12,4,-36,-9
rad50,-6,-7,-3,-14,82*,-4,82*,0,-4,22,20

Along the list, from the results shown.
yeast mlh1 rad18, nos. 73 to 81, in order: -19, -29, 53, -21, 74*, -43, 8, -15, 12
yeast cln2 rad14, nos. 73 to 81, in order: 0, -9, -2, -4, 19, -12, 4, -36, -9
yeast sgs1 mgt1, nos. 73 to 81, in order: -7, -22, 56, -6, 82*, -10, -18, -1, -3
